# RORg inh = inhibitors of mouse ROR gamma transcriptional activity | P51450 | Drosophila S2 Gal4-RORgamma UAS-luciferase reporter, 20 h | Potency, µM (series often up to 53.6 µM), for inactives: top-dose activity change, negative = inhibition, usual class: inhibitors | actives 5.4% (n = 310,000); also: % is scaled to controls: 0 for no effect and ±100 for the full control effect; nearly all actives have a fitted effect of over 60% in size
# Target sequence (P51450 whole entry, looked up, the tested form may be a part): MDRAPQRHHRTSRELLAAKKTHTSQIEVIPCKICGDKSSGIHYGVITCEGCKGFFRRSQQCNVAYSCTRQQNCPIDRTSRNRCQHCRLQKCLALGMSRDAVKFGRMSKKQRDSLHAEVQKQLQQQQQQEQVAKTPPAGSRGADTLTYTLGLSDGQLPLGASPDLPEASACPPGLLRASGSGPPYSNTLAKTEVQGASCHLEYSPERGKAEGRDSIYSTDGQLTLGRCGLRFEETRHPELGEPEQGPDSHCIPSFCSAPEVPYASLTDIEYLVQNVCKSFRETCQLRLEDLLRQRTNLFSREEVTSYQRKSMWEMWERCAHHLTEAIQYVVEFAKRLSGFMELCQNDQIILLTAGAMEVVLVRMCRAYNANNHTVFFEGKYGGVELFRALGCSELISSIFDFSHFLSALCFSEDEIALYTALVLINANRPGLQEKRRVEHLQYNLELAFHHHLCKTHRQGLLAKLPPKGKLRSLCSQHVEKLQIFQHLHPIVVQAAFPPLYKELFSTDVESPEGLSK
#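 Luciferase reporter read in Schneider cells carrying Gal4-RORγ (mouse) and UAS-Photinus luciferase; cells given compound 1 h before 700 uM copper sulfate induction, then incubated 20 h at ambient temperature.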
# NPC1 prom act = activates the NPC1 promoter. Huh7 NPC1 promoter luciferase reporter, 24 h. Potency, µM (doses to about 9.22 µM), for the others: at the top dose activation, most hits filed as activators. actives 2.4% (n = 320,000). AID 485313;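 also: % of control where 0% means no effect; nearly all actives have a fitted effect of over 60% in size; reporter is driven by a mutant NPC1 promoter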
#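 Stable NPC1-promoter luciferase Huh7 line; cpd (DMSO) 24 h, 37 °C, 5% CO2; Amplite luciferase reagent 10 min RT; luminescence readout. qHTS format.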
# BRCA1 expr up = activators of BRCA1 expression | Potency, µM (highest dose often 46.1 µM), for the others: at the highest dose activation, actives largely listed as activators | MCF7-BRCA1-FFLuc reporter, luminescence, 48 h; response scale: scaled: vehicle 0%, 10 µM genistein 100% | actives 1.1% (n = 380,000); also: nearly all actives have a fitted effect of over 80% in size; some results filed as inactive show a strong effect at the top dose
#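 Using MCF7 cells harboring a BRCA1 firefly luciferase reporter, plated 2 h before compound pinning, the screen measured luminescence after 48 h incubation. Responses were normalized to DMSO and 10 microM genistein, then fitted for concentration-effect.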
# MBNL1 CUG block = MBNL1-poly(CUG) RNA binding inhibition; Q9NR56; TR-FRET MBNL1-His/biotin-(CUG)12 binding, 665/545 ratio; Potency, µM (series often up to 57.5 µM), without a hit: at the top dose activity change, negative = inhibition, hits mostly inhibitors; actives 0.036% (n = 280,000); AID 2675; active = well fitted inhibition curve with a large enough effect in the signal ratio, with a control signal flat, not every such curve was filed as active; inconclusive = small, poorly fitted or top-dose-only effect, or effect the other way, or a change in a side signal; inactive = no such curve, though single readings can be large or run the other way; the % refers to the signal ratio; also: % is scaled to controls: 0 for no effect and ±100 for the full control effect
# Target sequence (Q9NR56 whole entry, looked up): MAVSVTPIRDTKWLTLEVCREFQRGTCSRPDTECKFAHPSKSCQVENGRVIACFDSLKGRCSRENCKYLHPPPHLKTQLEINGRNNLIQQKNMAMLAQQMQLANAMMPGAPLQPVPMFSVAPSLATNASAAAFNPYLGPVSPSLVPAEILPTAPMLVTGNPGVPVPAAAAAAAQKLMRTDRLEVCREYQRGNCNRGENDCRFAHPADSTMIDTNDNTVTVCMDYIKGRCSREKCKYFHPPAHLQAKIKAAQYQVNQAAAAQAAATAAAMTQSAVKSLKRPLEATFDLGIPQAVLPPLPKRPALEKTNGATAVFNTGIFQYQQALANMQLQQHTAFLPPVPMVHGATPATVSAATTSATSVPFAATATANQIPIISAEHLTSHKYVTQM
#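 MBNL1-His + Biotin-(CUG)12, cpd titration 92 nM–58 uM; Tb anti-His Ab 0.055 ng/ul, SA-XL665 5 nM (final); 60 min RT; ratiometric 665/545 nm, Ex 340 nm; normalized to buffer and full-complex controls.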
# p53 reactivation = re-activators of mutant p53. H1299 p53-A138V BP100-luciferase reporter, luminescence, 24 h. Potency, µM (highest dose often 92.2 µM), without a hit: at the top dose activity change, positive = activation, most hits filed as activators. actives 0.063% (n = 320,000); also: % of control where 0% means no effect; nearly all actives have a fitted effect of over 45% in size
#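 p53-null H1299 cells stably carrying temperature-sensitive p53-A138V and a BP100-luciferase reporter were pinned with compounds (4-point, 1:5 series) and held 24 hrs at 37 deg C. Luminescence was read 10 min after detection reagent.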
# VP16 counter = Gal4-VP16 reporter inhibition counter-screen. Drosophila S2 Gal4-VP16 UAS-luciferase, luminescence, 20 h. Potency, µM (doses to about 53.6 µM), for the others: at the top dose activity, negative = inhibition, most hits filed as inhibitors. actives 3.5% (n = 310,000). AID 2546;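 also: Gal4-VP16 expression switched on by copper sulfate through the metallothionein promoter; % is scaled to controls: 0 for no effect and ±100 for the full control effect; nearly all actives have a fitted effect of over 50% in size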
# FLuc counter = inhibits or activates purified firefly luciferase, miR-21 counter-screen | P08659 | purified FLuc, Km substrates, luminescence inhibition | Potency, µM (series often up to 57.5 µM), inactives show top-dose activity change, negative = inhibition, most hits filed as inhibitors | actives 6.9% (n = 360,000) | AID 588342;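 also: plate controls were vehicle for no effect and reference inhibitor for full effect; nearly all actives have a fitted effect of over 55% in size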
#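 Biochemical qHTS of compounds, final roughly 60 µM downward over six points, against 10 nM purified firefly luciferase using Km concentrations of substrates (10 uM D-luciferin, 10 uM ATP) in Tris acetate pH 7.5 buffer; luminescence output.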
# ELG1 genotoxic = genotoxicity induction in ELG1-luciferase HEK293T cells | HEK293T ELG1-luciferase reporter, luminescence, 16 h | actives 1.3% (n = 330,000) | AID 504466 | Potency, µM (top dose mostly 46 µM), inactives show at the top dose activity change, positive = activation, actives largely listed as activators; also: % of control where 0% means no effect; nearly all actives have a fitted effect of over 60% in size
#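 Quantitative HTS format in 1536-well plates. HEK293T ELG1-luciferase reporter cells receive test compound and are incubated 16 hr at 37 °C, 5% CO2; ONE-Glo added, 30 min room temperature, then luminescence read.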
# uPA generation = cell surface uPA generation inhibition. Potency, µM (series often up to 38.3 µM), for the others: at the top dose activity change, negative = inhibition, usual class: inhibitors. cell surface uPA generation assay, qHTS. actives 0.31% (n = 330,000). AID 540303; active = well fitted inhibition curve with a large enough effect; inconclusive = small, poorly fitted or top-dose-only effect; inactive = no such curve, though single readings can be large or run the other way; tested in mouse RAW 264.7 cells; also: % is scaled to controls: 0 for no effect and ±100 for the full control effect; nearly all actives have a fitted effect of over 55% in size
# CXXC DNA block = blocks binding of human MLL CXXC domain to DNA; Q03164; MLL-CXXC / FITC-HOXA9 DNA fluorescence polarization; Potency, µM (titrated, usually from 115 µM), without a hit: at the top dose activity change, negative = inhibition, hits mostly inhibitors; actives 0.037% (n = 290,000); AID 2662; active = well fitted inhibition curve with a large enough effect in the polarisation, with a control signal flat, not every such curve was filed as active; inconclusive = small, poorly fitted or top-dose-only effect, or effect the other way, or a change in a side signal; inactive = no such curve, though single readings can be large or run the other way; the % refers to the polarisation
#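 Fluorescence polarization: 7 uM MLL-CXXC (stock) preincubated 5 min with compounds, then 50 nM fluorescein-HOX-A9 DNA (stock) added; 30 min ambient. Buffer 50 mM Tris-HCl pH 7.5, 50 mM NaCl, 1 mM DTT, 0.05% BSA.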
# Rab9 promoter act = activators of Rab9 promoter; Huh7 Rab9 promoter-luciferase reporter, luminescence, 24 h; Potency, µM (top dose mostly 9.22 µM), for the others: at the highest dose activation, negative = inhibition, usual class: activators; actives 2.8% (n = 320,000); also: % of control where 0% means no effect; nearly all actives have a fitted effect of over 60% in size
#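 Huh7 reporter line, Rab9 promoter upstream of luciferase. Compound exposure 24 h at 37 °C in reduced-serum medium with 10% FBS. Read-out: luminescence.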
# * = called active by the depositor; ? = inconclusive; · = no result given; [ ] = another dose, or the depositor's remark. Unless noted, calls follow the shape of the dose curve; as a rule, active = well fitted curve in the direction sought with a large enough effect; inconclusive = small, poorly fitted or top-dose-only effect, or another doubt; inactive = no such curve, though single readings can be large; an effect the other way counts as inactive or inconclusive. Potency is read from the fitted curve at half-maximal effect. This is a subset, so the mix of outcomes need not match the whole.
No.	molecule	RORg inh	NPC1 prom act	BRCA1 expr up	MBNL1 CUG block	p53 reactivation	VP16 counter	FLuc counter	ELG1 genotoxic	uPA generation	CXXC DNA block	Rab9 promoter act
1	CC(=O)c1cccc(NC(=O)CN(C)S(=O)(=O)c2ccccc2)c1	35%	1%	34%	-6%	12%	18%	-10%	-1%	-4%	-4%	-4%
2	Cc1ccc(NCC(=O)N/N=C\c2ccc([N+](=O)[O-])o2)cc1	?	-3%	-97%[inhibitor]	?	-3%	?	-1%	-12%	?	0%	0%
3	Cc1cc(-c2nn(-c3ccccc3F)cc2CN2CCC(O)CC2)c(C)s1	1%	-1%	-11%	-14%	1%	-2%	-2%	1%	8%	7%	-13%
4	CN(c1ccc(OCC(=O)OCC(=O)Nc2ccc(Br)cc2)cc1)S(=O)(=O)c1cccs1	-2%	1%	-10%	-10%	-4%	-9%	-5%	3%	3%	5%	-8%
5	CC(C)c1ccc(S(=O)(=O)N2CCN(C(C)C(=O)Nc3ccccc3-c3ccccc3)CC2)cc1 (stereo not drawn)	-6%	-2%	-34%	·	-5%	-2%	4%	0%	4%	0%	-6%
6	c1ccc2nc(N3CCCC3)c(N3CCCC3)nc2c1	29%	-5%	-9%	6%	1%	10%	1%	4%	1%	7%	3%
7	O=C(Cn1c(=O)n(CC2CCCO2)c(=O)c2ccccc21)N1CCN(c2ccccc2)CC1 (stereo not drawn)	-30%	2%	-26%	-2%	-6%	1%	1%	-8%	4%	-3%	2%
8	N#C/C(=C\c1ccc(F)cc1)C(=O)NC1CCS(=O)(=O)C1 (stereo not drawn)	-34%	3%	10%	-2%	0%	5%	0%	-5%	4%	-2%	0%
9	Cc1nc2ccccn2c1C(=O)N=Nc1c(O)n(CCC(C)C)c2ccccc12	-7%	-9%	1%	-3%	2%	1%	1%	-16%	3%	6%	-3%
10	O=C1[C@@H]2Cc3c([nH]c4ccccc34)CN2C(=O)CN1CCO	3%	3%	-18%	2%	-2%	8%	5%	0%	1%	5%	-1%
11	CC(C)(C)NC(=O)c1cccc(NC(=O)c2cccc(O)c2)c1	18%	18%	103%	-1%	?	-9%	?	9%	-8%	-6%	3%
12	COc1ccc2c(c1)N(C)C(=O)CC(c1ccccc1)=N2	1%	-4%	-16%	16%	-10%	2%	2%	3%	-3%	-2%	-1%
13	Cc1nn(Cc2ccc(F)cc2Cl)c(C)c1[N+](=O)[O-]	15%	-4%	0%	-5%	0%	-18%	2%	-2%	-3%	7%	-6%
14	O=C(OCc1nc2ccc(Cl)cc2n1CCO)c1ccc2c(c1)OCO2	43%	0%	0%	-1%	-3%	0%	-4%	-1%	2%	-1%	4%
15	O=C1CC(SCc2nc3ccccc3[nH]2)C(=O)N1c1ccc(F)cc1 (stereo not drawn)	?	-3%	-31%	2%	21%	?	3%	-3%	1%	0%	1%
16	O=C(CNC(=O)c1ccc(Cl)cc1Cl)NCCCn1ccnc1	2%	5%	-7%	-21%	-2%	6%	0%	-1%	2%	-1%	13%
17	Cc1c(C(=O)c2ccc(Br)cc2)c(=O)n(C)c(=O)n1C	6%	-3%	3%	-4%	-2%	-11%	2%	5%	-20%	0%	-3%
18	Cc1nnc(SCC(=O)NCc2ccc3c(c2)OCO3)n1C	-3%	-2%	0%	-7%	-4%	-1%	1%	3%	-2%	2%	0%
19	COc1ccc(/C=C2\CCC(C3CCCC3)C2=O)c(OC)c1 (stereo not drawn)	9%	25%	?	-6%	8%	-5%	21µM*	8%	-8%	27%	13%
20	Cc1cc(C)n(C(C)CNS(=O)(=O)c2ccccc2)n1 (stereo not drawn)	?	2%	-7%	0%	0%	11%	0%	2%	0%	-5%	3%
21	Nc1nonc1-c1noc(N2CCOCC2)n1	-13%	0%	81%	?	?	-1%	-11%	6%	-5%	2%	5%
22	COc1ccc(OC)c(NC(=O)CC2SC(=NCc3ccccc3)NC2=O)c1 (stereo not drawn)	4%	-2%	0%	-5%	-4%	-4%	-7%	-2%	-1%	4%	6%
23	C=CCSc1nnc(NC(=O)CSc2nnc(C)s2)s1	?	-1%	-4%	0%	12%	-8%	4%[2.3 µM]	1%	9%	14%	10%
24	Cc1ccccc1C(=O)N1CCc2cc(-c3nc(NC(=O)Cc4ccc5c(c4)OCO5)sc3C)ccc21	-10%	-23%	-34%	?	-2%	?	2%	0%	10%	6%	-20%
25	O=C(OC(C(=O)NCc1ccc2c(c1)OCO2)c1ccncc1)c1ccc(Cl)nc1 (stereo not drawn)	19%	-6%	1%	·	-2%	-1%	3%	8%	6%	-4%	-9%
26	Cc1cccc2nc(-c3ccco3)c(Nc3ccccc3)n12	-23%	-1%	-7%	7%	-3%	4%	?	-8%	-9%	2%	-1%
27	CCn1nc(C(=O)NCc2nnc3ccccn23)c2ccccc2c1=O	·	-6%	-12%	·	5%	·	5%	1%	0%	·	-1%
28	CC(=O)Nc1ccccc1-c1nc2ccc(C(=O)N3CCN(c4ccccc4)CC3)cc2[nH]c1=O	-3%	-3%	0%	?	4%	-1%	1%	-3%	4%	0%	-1%
29	COc1ccccc1NC(=O)COc1ccc(C(=O)NC2CCCc3ccccc32)cc1OC (stereo not drawn)	-1%	1%	-14%	-2%	0%	-5%	-1%	7%	-3%	2%	0%
30	O=C(O)CC1(CC(=O)NCc2ccncc2)CCCCC1	17%	-1%	-8%	·	0%	-4%	-2%	-1%	1%	-3%	1%
31	CCOc1ccc2ccccc2c1C(=O)N1CCOCC1	-9%	-2%	0%	12%	6%	-2%	-2%	2%	-6%	4%	-6%
32	CSC1=NCCN1C(=O)Cc1ccc(Cl)cc1	17%	0%	-2%	1%	5%	1%	-3%	-1%	-17%	18%	-3%
33	COCCCNC(=O)c1cccc(NC(=O)c2ccccc2)c1	4%[10 µM]	-7%	20%	·	-10%	-1%	-3%	-1%	2%	-1%	-1%
34	COc1ccc(NC(=O)CN2CCCCC2)c([N+](=O)[O-])c1	15%	24%	10µM*	?	15%	16%	?	7%	-7%	11%	11%
35	CC1CC(C)CN(c2oc(-c3ccccc3F)nc2C#N)C1 (stereo not drawn)	-15%	0%	-43%	-2%	9%	-4%	0%	-2%	5%	-7%	0%
36	CSc1ncc2ncn(C3OC(CO)C(O)C3O)c2n1 (stereo not drawn)	18%	-3%	-7%	-12%	0%	4%	0%	-1%	3%	1%	-10%
37	Cc1cccc(C(=O)Nc2sc3c(c2C#N)CCCCC3)c1	7.9µM*	0.5µM*	?	-12%	?	?	0.95µM*	?	1%	1%	1.3µM*
38	CCOc1ccc(C(=O)C[n+]2ccccc2C)cc1	-10%	0%	-5%	-7%	-3%	-15%	3%	-3%	-3%	1%	0%
39	O=[N+]([O-])c1ccccc1OCCN1CCOCC1	0%	-2%	-16%	1%	1%	0%	-1%	2%	2%	-7%	1%
40	Cc1cccc(N2CCN(S(=O)(=O)c3ccc4[nH]c(=O)ccc4c3)CC2)c1C	-15%	-4%	-53%	3%	-3%	-13%	1%	-4%	?	·	-10%
41	COc1ccc(NS(=O)(=O)c2cc(NC(=O)c3ccco3)ccc2N2CCCC2)cc1	?	-19%	-41%	12%	0%	7%	-14%	0%	2%	25%	-3%
42	COc1ccc(CNn2c(-c3ccccc3F)nc3ccccc3c2=O)cc1OC	13%	0%	0%	-2%	0%	-7%	-1%	-19%	-2%	5%	-4%
43	CC(C)CCn1c(SCC(=O)N2CC(=O)Nc3ccccc32)nc2scc(-c3cccs3)c2c1=O	3%	-17%	-16%	9%	-2%	-8%	0%	-7%	-3%	6%	2%
44	CCN(CC)S(=O)(=O)c1ccc(S(=O)(=O)Nc2c(C)nn(C)c2C)cc1	·	-14%	-18%	·	-4%	·	4%	-2%	-7%	·	-21%
45	CC(C(=O)Nc1cccc(S(=O)(=O)N2CCOCC2)c1)N1CCN(c2ccc(F)cc2)CC1 (stereo not drawn)	?	-3%	-35%	6%	-1%	-5%[10 µM]	-1%	-3%	-8%	6%	-4%
46	CCOC(=O)c1noc(C)c1C(=O)Nc1nc(C)cc(C)n1	-16%	-1%	15%	4%	3%	0%	2%	0%	5%	1%	3%
47	O=C(NCc1cn2ccsc2n1)c1cccc(C(F)(F)F)c1	-14%	2%	-3%	-11%	1%	-10%	2%	0%	0%	-2%	-2%

# Screening results: PubChem, National Center for Advancing Translational Sciences (NCATS)
